Assay outcomes from PubChem BioAssay.
Wee1 degr inh: blocks degradation of human Wee1 kinase; hit rate 1.2% among 220,000; reporter increase, % at 5 µM; HeLa Luc-Wee1K328M stability, luciferase luminescence; 100% = proteasome inhibitor MG132 effect; P30291; AID 1321;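 active = activation above the mean of all tested compounds plus 3 SD, set per screening run, cut at about 8.8% in these data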;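 also: cells exposed to compound for 20 h before luminescence read; 0% = DMSO alone and 100% = MG132 at 30 µM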
Ba/F3 V617F tox: reduce viability of Ba/F3 cells dependent on JAK2V617F. Ba/F3 EpoR-JAK2V617F viability, ATP luminescence. inhibition, % at 5.6 µM. hit rate 1.1% among 220,000. AID 1446;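 active = inhibition above the campaign mean plus 3 SD over all tested compounds, cut at about 24% in these data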;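 also: cytokine-independent growth of Ba/F3 cells driven by EpoR plus mutant JAK2; 0% = DMSO-treated cells and 100% = JAK inhibitor I control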
PERK inh: blocks human PERK kinase. Q9NZJ5. CHO PERK-DD fusion, SEAP luminescence translation reporter. inhibition, % at 5.6 µM. hit rate 0.17% among 220,000;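 active = inhibition above the mean inhibition of all tested compounds plus 3 SD, set separately per screening campaign, cut at about 2.9% in these data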;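 also: PERK kinase domain activated by AP20187 dimerizer at 100 nM; 0% = DMSO with dimerizer and 100% = rapamycin at 8.4 µM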
S1P4 ag: activates the human S1P4 receptor; O95977; S1P4-expressing cell line, agonist reporter assay; activation, % at 4.98 µM; hit rate 0.35% among 220,000; AID 1509; in the data active = activation above about 11%;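 also: 0% = DMSO vehicle and 100% = reference agonist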
Target sequence (O95977 whole entry, looked up): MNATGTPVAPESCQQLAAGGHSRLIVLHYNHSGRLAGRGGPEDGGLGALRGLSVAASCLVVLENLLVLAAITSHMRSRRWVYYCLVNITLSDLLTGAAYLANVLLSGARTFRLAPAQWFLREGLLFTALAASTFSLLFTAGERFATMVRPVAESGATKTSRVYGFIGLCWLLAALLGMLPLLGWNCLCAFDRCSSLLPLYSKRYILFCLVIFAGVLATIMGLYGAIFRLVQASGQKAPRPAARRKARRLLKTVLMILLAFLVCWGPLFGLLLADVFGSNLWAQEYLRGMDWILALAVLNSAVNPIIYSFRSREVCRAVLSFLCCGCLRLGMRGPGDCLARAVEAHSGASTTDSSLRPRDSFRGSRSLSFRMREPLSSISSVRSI
Mdm2 ligase inh: blocks human Mdm2 ubiquitin ligase activity; Q00987; cell-based MDM2 ubiquitination luciferase reporter, 2 h; 0 = plate control, 100 = twice control, blank-subtracted; signal enhancement, % at 5 µM; hit rate 0.11% among 210,000;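 active = signal enhancement of 30% or more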;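 also: luminescence tracks abundance of the self-degrading MDM2-luciferase fusion protein; higher signal means inhibition of MDM2 E3 ligase activity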
Target sequence (Q00987 whole entry, looked up, the tested form may be a part): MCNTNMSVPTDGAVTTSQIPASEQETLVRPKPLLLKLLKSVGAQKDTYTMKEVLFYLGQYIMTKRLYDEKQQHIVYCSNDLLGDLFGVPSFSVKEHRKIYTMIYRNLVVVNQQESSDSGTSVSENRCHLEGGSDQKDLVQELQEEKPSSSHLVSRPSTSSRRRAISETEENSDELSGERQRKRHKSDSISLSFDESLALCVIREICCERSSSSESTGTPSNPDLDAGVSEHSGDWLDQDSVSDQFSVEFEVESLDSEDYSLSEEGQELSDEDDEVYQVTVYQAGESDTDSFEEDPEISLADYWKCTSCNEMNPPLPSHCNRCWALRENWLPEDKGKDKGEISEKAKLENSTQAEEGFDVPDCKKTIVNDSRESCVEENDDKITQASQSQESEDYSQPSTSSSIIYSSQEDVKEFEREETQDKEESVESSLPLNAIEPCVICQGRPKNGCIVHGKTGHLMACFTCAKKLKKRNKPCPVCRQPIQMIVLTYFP
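Test system: stable mammalian line carrying autodegrading MDM2–luciferase fusion reporter; quantity: 2000 cells in each well; times: 4 h cell settling then 2 h compound exposure, 37 °C; detection: luminescence with SteadyLite reagent, 15 min at room temperature; evaluation: percent signal gain over controls, blank-subtracted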
BaF3 tox: counter-screen for JAK2V617F inhibitors: parental Ba/F3 viability inhibitors. hit rate 1.1% among 220,000. inhibition, % at 5.6 µM. AID 1486. CellTiter-Glo ATP luminescence;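 active = inhibition above a per-campaign cutoff, the mean inhibition of all tested compounds plus 3 SD, cut at about 27% in these data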;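 also: 0% = DMSO wells and 100% = JAK Inhibitor I control wells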
NPY2 pot ag: potentiators or agonists of human neuropeptide Y receptor Y2 | cells expressing NPY-Y2, potentiator/agonist read-out | activation, % at 3.6 µM | hit rate 0.45% among 220,000; in the data active = activation above about 27%;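 also: cells stimulated with NPY near EC25 plus isoproterenol at EC100; 0% = vehicle plus submaximal agonist and 100% = vehicle plus saturating agonist; some results beyond the cut were filed as inactive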
eIF4E 4G PPI: eIF4E/eIF4G interaction inhibition in translation initiation; P63073+Q04637; TR-FRET eIF4E-eIF4GI(517-606) binding, 2 h; inhibition, % at 21.7 µM; hit rate 0.37% among 220,000;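 active = inhibition above about 30%, limit read from the data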;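 also: 0% = full FRET control wells and 100% = background wells lacking eIF4GI fragment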
S1P4 antagonist: antagonists of human S1P4 receptor | inhibition, % at 4.98 µM | S1P4-expressing cells, antagonist mode, reporter read-out | O95977 | hit rate 0.26% among 220,000; in the data active = inhibition above about 29%;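 also: 0% = wells stimulated with agonist and 100% = vehicle wells without agonist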
Active calls of the source: *; · = not tested or not shown; [ ] = dose if it differs, or a comment.

SMILES	Wee1 degr inh	Ba/F3 V617F tox	PERK inh	S1P4 ag	Mdm2 ligase inh	BaF3 tox	NPY2 pot ag	eIF4E 4G PPI	S1P4 antagonist
CN(C)c1nc(N)nc(-c2cccnc2)n1	1	3	0.2	-0.4	11	4	-2	-2	-7
COc1ccc(OC)c2[nH]c(=O)c(CCNC(=O)C(C)C)cc12	-1	-4	0.0	0.5	-24	0	8	3	-7
CC(=O)NCC1(O)CCCC(C)C1 (centres undefined)	7	1	2.0	0.1	-24	2	-8	4	-3
Cc1ccc(C(C)C)c(OCC(=O)Nc2ccc3c(c2)nc(CN2CCCC2)n3C)c1	-1	1	-1.0	-0.9	-13	4	-21	-3	-60
CC(=O)N(Cc1ccc(F)cc1)C1=C(NCCc2ccccc2)C(=O)c2ccccc2C1=O	-1	7	-1.0	-1.6	-9	7	19	2	5
CCCCC1=NN(C(=O)c2cccnc2)C(O)(C(F)(F)F)C1 (centres undefined)	-3	-1	0.1	0.4	-17	1	-4	1	-7
CN(C)c1nc(SCCOC(=O)Nc2ccccc2)nc(N(C)C)n1	-2	-4	0.2	-0.6	-13	-2	-2	6	-11
O=C(Nc1ccc(NC(=O)c2cccs2)cn1)c1ccco1	6	0	0.0	0.0	-61	0	5	2	13
COc1ccc(NC(=O)c2ccc(-n3cccn3)c([N+](=O)[O-])c2)cc1	-3	-3	2.2	-0.8	-11	1	-7	-6	8
CCOC(=O)C1C(=O)CC(C)(O)C(C(=O)OCC)C1c1cc(Br)ccc1OC (centres undefined)	0	0	-1.0	1.3	-20	0	1	-1	-13
COc1ccc(Cn2nnnc2CN(Cc2cc3cc(C)ccc3[nH]c2=O)C2CCCC2)cc1	0	-3	2.1	-0.6	-9	2	4	-13	-17
Cc1cccc(C(=O)N=c2c(C#N)cc3c(=O)n4cccc(C)c4nc3n2Cc2ccco2)c1	2	3	0.0	7.2	-18	9	5	2[fluorescence artefact?]	-35
COc1cccc(C2c3[nH]c4ccccc4c3CCN2Cc2cccc(C)n2)c1 (centres undefined)	-3	0	0.6	0.8	5	5	-10	9	-17
CCOC(=O)CSC1=C(C#N)C(c2ccccc2)C(C(C)=O)=C(C)N1 (centres undefined)	0	-2	-0.1	1.1	-12	2	5	0[fluorescence artefact?]	-9
CCn1c(Cn2nnc(-c3ccccc3)n2)nnc1SCC(=O)Nc1cccc(C)c1C	-2	1	-0.9	-1.4	-15	2	-7	7	-10
Cc1[nH]c2ccc(C(=O)O)cc2c1C	-2	-1	-0.3	-3.1	-12	3	-6	-10	18
COc1ccc(CN(C(C)=O)c2ccccc2C(=O)O)cc1	-1	-2	0.9	1.1	-45	3	-17	-3	-11
Cc1ccc(NC(=O)C2COc3ccccc3O2)nc1 (centres undefined)	1	-1	0.5	-0.5	-26	4	0	0	10
CC(C)(C)N(NC(=O)c1ccccc1)C(=O)c1cccc(C(=O)N(NC(=O)c2ccccc2)C(C)(C)C)c1	1	4	-0.6	0.7	-21	0	-16	8	-8
CN(C)CCCNc1ncnc2c1cnn2-c1ccccc1	1	-1	0.5	0.9	-17	2	16	3	3
CCOC(=O)Cc1csc(Nc2ccc(Cl)cc2)n1	3	-4	0.9	0.4	2	1	12	2	-3
CCOc1ccc(N(CC(=O)Nc2ccc(C)cc2)S(=O)(=O)c2c(C)[nH]c(=O)[nH]c2=O)cc1	1	7	-0.2	-2.4	-7	-2	-23	-2	5
COc1ccc(-c2cc(C(=O)N(C)Cc3ccccc3)no2)cc1OC	-4	6	-1.3	-0.2	-11	0	-20	-3	-18
CCC1CCCCN1S(=O)(=O)c1ccc(C(=O)Nc2nnc(-c3ccccc3Cl)o2)cc1 (centres undefined)	0	-3	1.1	-3.8	-1	3	17	6[fluorescence artefact?]	-15
COC(OC)C12c3ccccc3C(c3ccccc31)C1C(=O)N(c3cccnc3)C(=O)C12 (centres undefined)	0	-1	-0.7	0.4	5	6	-6	-2	18
CCOC(=O)N/N=C/c1c(C)nn(-c2ccccc2Cl)c1Cl	5	-1	0.7	1.7	-9	0	20	-2	-21
COc1cc(C(=O)Nc2ccc(N3CCOCC3)cc2)ccc1OCc1c(C)noc1C	-1	0	0.1	-0.1	-11	0	13	4	-2
O=C(COC(=O)Cc1ccsc1)NCC1CCCCC1	3	-2	1.2	-2.4	-3	0	-19	-2	9
Cc1nc2ccc(NS(=O)(=O)c3ccc4c(c3)OCCO4)cc2s1	-1	42*	-0.1	0.8	-11	53*	7	5	7
CC(Sc1nc(-c2ccc(F)cc2)cs1)C(=O)N1c2ccccc2CC1C (centres undefined)	1	2	-0.1	6.0	-19	11	-4	1[fluorescence artefact?]	7
Cc1cccc(N(C(=O)c2nsc(Cl)c2Cl)C(C(=O)NC2CCCC2)c2ccc(O)cc2)c1 (centres undefined)	1	2	-0.6	1.6	1	11	7	0	-33
COc1cc(/C=C2/CC/C(=C/c3ccc(O)c(OC)c3)C2=O)ccc1O	10*	-4	-0.5	0.8	-1	0	3	13	-19
Cc1ccc(NC(=O)CSc2nnc(C)n2-c2ccccc2)cc1	-1	-1	-0.1	-0.7	7	-1	-6	-1[fluorescence artefact?]	-17
COC(=O)c1cc(NC(=O)c2cccc(Cl)c2)c(=O)oc1/C=C/Nc1cc(C)cc(C)c1	1	2	1.1	-1.0	-3	6	4	1	-11
Cc1[nH]c2ccc3c(ncn3CCC#N)c2c1C	1	1	0.4	0.4	-20	4	-7	-2	1
CCOC(=O)N1CCc2c(sc(NC(=O)c3ccc(S(=O)(=O)N4CCCC4)cc3)c2C#N)C1	-1	-3	0.8	0.6	-24	0	23	1	11
c1ccc(OCCCn2nnc(-c3ccc(N4CCOCC4)cc3)n2)cc1	-1	1	0.0	-0.5	-5	4	1	0	-2
O=C(CSc1ccc(Cl)cc1)Nc1ccc(C2SCCS2)cc1	-2	0	0.3	0.4	-11	0	-22	0	2
CN(NS(=O)(=O)c1ccc(Cl)cc1)c1nc(C(F)(F)F)nc2ccccc12	3	0	0.3	0.6	-5	4	8	-2	3
CCOc1ccc(NC(=O)CN(C)CC(=O)Nc2ccc(Br)cc2F)cc1OCC	0	3	-0.5	0.9	-6	7	-11	-2	-12

Gathered by group: the compounds so far containing a thiophene ring, fused or not
SMILES	Wee1 degr inh	Ba/F3 V617F tox	PERK inh	S1P4 ag	Mdm2 ligase inh	BaF3 tox	NPY2 pot ag	eIF4E 4G PPI	S1P4 antagonist
O=C(Nc1ccc(NC(=O)c2cccs2)cn1)c1ccco1	6	0	0.0	0.0	-61	0	5	2	13
O=C(COC(=O)Cc1ccsc1)NCC1CCCCC1	3	-2	1.2	-2.4	-3	0	-19	-2	9
CCOC(=O)N1CCc2c(sc(NC(=O)c3ccc(S(=O)(=O)N4CCCC4)cc3)c2C#N)C1	-1	-3	0.8	0.6	-24	0	23	1	11

Reformatted: four of the compounds above
Each structure is followed by: Wee1 degr inh, Ba/F3 V617F tox, PERK inh, S1P4 ag, Mdm2 ligase inh, BaF3 tox, NPY2 pot ag, eIF4E 4G PPI, S1P4 antagonist
> c1ccc(OCCCn2nnc(-c3ccc(N4CCOCC4)cc3)n2)cc1
    -1, 1, 0.0, -0.5, -5, 4, 1, 0, -2
> O=C(CSc1ccc(Cl)cc1)Nc1ccc(C2SCCS2)cc1
    -2, 0, 0.3, 0.4, -11, 0, -22, 0, 2
> CN(NS(=O)(=O)c1ccc(Cl)cc1)c1nc(C(F)(F)F)nc2ccccc12
    3, 0, 0.3, 0.6, -5, 4, 8, -2, 3
> CCOc1ccc(NC(=O)CN(C)CC(=O)Nc2ccc(Br)cc2F)cc1OCC
    0, 3, -0.5, 0.9, -6, 7, -11, -2, -12

The main list resumes; the 3 compounds before the break are reprinted first.
SMILES	Wee1 degr inh	Ba/F3 V617F tox	PERK inh	S1P4 ag	Mdm2 ligase inh	BaF3 tox	NPY2 pot ag	eIF4E 4G PPI	S1P4 antagonist
O=C(CSc1ccc(Cl)cc1)Nc1ccc(C2SCCS2)cc1	-2	0	0.3	0.4	-11	0	-22	0	2
CN(NS(=O)(=O)c1ccc(Cl)cc1)c1nc(C(F)(F)F)nc2ccccc12	3	0	0.3	0.6	-5	4	8	-2	3
CCOc1ccc(NC(=O)CN(C)CC(=O)Nc2ccc(Br)cc2F)cc1OCC	0	3	-0.5	0.9	-6	7	-11	-2	-12
COc1ccc(S(=O)(=O)NCC(=O)N(CC(=O)NCC2CCCO2)c2c(C)cccc2C)cc1 (centres undefined)	1	-1	-0.6	1.2	-11	10	3	-1[fluorescence artefact?]	-4
COC(=O)c1cc(CNC(=O)c2cccc(Cl)c2)ccc1OC	6	0	0.6	1.5	-13	5	-5	-1	-9
COC(=O)c1ccc(NC(=O)C2CCCCC2C(=O)O)cc1 (centres undefined)	0	-3	1.8	-1.4	-3	1	9	-2[fluorescence artefact?]	-9
O=C1CC(NCc2ccc3c(c2)OCO3)C(=O)N1Cc1ccc2c(c1)OCO2 (centres undefined)	0	-2	0.8	-1.6	-2	0	-7	8	-9
Cc1ccc(OCC(=O)NNC(=O)c2cc(C)[nH]n2)cc1	2	-1	1.1	-0.1	-3	4	-3	4	1
CC1(C)CC(=O)C(C2NCCc3ccccc32)=C(O)C1 (centres undefined)	-1	-5	0.0	-0.2	-16	0	0	2	-3
COc1cc(NC(=S)NCC2CCCO2)c(OC)cc1Cl (centres undefined)	-1	4	0.4	-1.7	-89	7	6	1	2
COc1cccc2c(=O)c3cccc(N)c3[nH]c12	-1	-1	0.6	0.8	-10	4	3	1	-7
CCN1CCN(C(=O)c2ccc(C(F)(F)F)cc2)CC1	2	1	1.2	0.0	·	7	-2	3	1
CCc1ccc(NC(=O)C(=O)NCCOc2ccccc2Cl)cc1	3	-1	1.0	0.3	0	6	4	-1	-10
O=C1CCC(c2ccccc2)(c2ccccc2)CC1	0	0	-0.6	-1.4	-17	2	-4	1	1
Cc1c(NC(=O)C(C)OC(=O)/C=C/c2ccc3c(c2)OCO3)c(=O)n(-c2ccccc2)n1C (centres undefined)	-1	-1	0.7	0.9	-1	6	-1	0	1
O=C(c1ccc(O)cc1)c1ccc(Cl)cc1	1	3	0.6	1.4	-21	2	9	1	-9
O=C(NNC(=O)c1cccs1)Nc1cccc(Cl)c1	-2	2	0.9	1.1	-21	2	11	0	-2
CCC/C(=N\NC(=O)CCC(=O)NCc1ccccc1)c1ccccc1	-1	6	0.2	0.3	-10	10	6	-2	-26
O=C(CN1C(=O)C2CC=CCC2C1=O)NCc1ccc2c(c1)OCO2 (centres undefined)	-3	2	-0.1	-0.7	-26	0	-18	-1	-15
COc1cccc(Nc2nnc(SCC(=O)Nc3sccc3C(N)=O)s2)c1	1	5	-0.1	-0.9	-31	4	16	6	-8
CC(OC(=O)c1ccc(NS(=O)(=O)c2ccc3[nH]c(=O)[nH]c3c2)cc1)C(=O)Nc1ccc(Cl)cc1 (centres undefined)	1	1	0.6	-0.9	-80	5	-23	-3	0
